# Giardia killer – Small Molecules that selectively kill Giardia lamblia: qHTS | Giardia lamblia trophozoite viability | activity change, % at 7.66 µM, hits read low | actives 0.15% (n = 340,000); in the data active = activity change below about -80%; inconclusive = between about -30% and that limit;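 note: parasites exposed to compound for two days anaerobically before the ATP read; % is set by controls: 0 for no effect and ±100 for the full control effect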
#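 Luminescent ATP signal served as the viability read-out, measured 15-30 min after adding ATP detection reagent to trophozoites that had been incubated with compounds for 48 hrs at 37 deg C anaerobically at 100 cells/well.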
# GALK inhibitor – qHTS Assay for Inhibitors of Human Galactokinase (GALK) | Purified GALK, Kinase-Glo residual ATP luminescence | P51570 | actives 0.007% (n = 270,000) | Potency, µM (highest dose often 57.5 µM), inactives show top-dose activity change, negative = inhibition, actives largely listed as inhibitors; note: potency is the fitted concentration of half-maximal effect; % is set by controls: 0 for no effect and ±100 for the full control effect
# Target sequence (P51570 whole entry, looked up): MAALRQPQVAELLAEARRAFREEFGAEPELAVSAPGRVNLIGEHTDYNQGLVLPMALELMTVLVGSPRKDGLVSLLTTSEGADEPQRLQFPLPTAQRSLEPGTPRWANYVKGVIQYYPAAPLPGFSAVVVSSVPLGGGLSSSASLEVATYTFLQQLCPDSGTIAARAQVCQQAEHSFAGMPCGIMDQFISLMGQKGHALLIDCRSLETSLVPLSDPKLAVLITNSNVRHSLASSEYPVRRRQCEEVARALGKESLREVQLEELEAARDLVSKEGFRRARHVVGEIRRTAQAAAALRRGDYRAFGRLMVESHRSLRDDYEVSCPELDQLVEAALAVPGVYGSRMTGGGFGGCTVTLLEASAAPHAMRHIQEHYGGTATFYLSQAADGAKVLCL
#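 Galactose (100 uM) and ATP (35 uM) were turned over by 5 nM GALK for 1 h at RT. Kinase-Glo Plus then converted the remaining ATP into a luminescent signal.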
# TSG101-PTAP inh – qHTS Assay for Iinhibitors of HIV-1 Budding by Blocking the Interaction of PTAP/TSG101; Tumor susceptibility gene 101 protein (Homo sapiens), Q99816; Fluorescence polarization, FITC-PTAP peptide / Tsg101 binding; Potency, µM (series often up to 115 µM), for inactives: at the highest dose activity change, negative = inhibition, actives largely listed as inhibitors; 340,000 tested, under 10 active; AID 493005, 2010; active = well fitted inhibition curve with a large enough effect in the main read-out, with a control signal flat, not every such curve was filed as active; inconclusive = small, poorly fitted or top-dose-only effect, or effect the other way, or a change in a side signal; inactive = no such curve, though single readings can be large or run the other way; note: potency is the fitted concentration of half-maximal effect; % of control where 0% means no effect
# Target sequence (Q99816 whole entry, looked up): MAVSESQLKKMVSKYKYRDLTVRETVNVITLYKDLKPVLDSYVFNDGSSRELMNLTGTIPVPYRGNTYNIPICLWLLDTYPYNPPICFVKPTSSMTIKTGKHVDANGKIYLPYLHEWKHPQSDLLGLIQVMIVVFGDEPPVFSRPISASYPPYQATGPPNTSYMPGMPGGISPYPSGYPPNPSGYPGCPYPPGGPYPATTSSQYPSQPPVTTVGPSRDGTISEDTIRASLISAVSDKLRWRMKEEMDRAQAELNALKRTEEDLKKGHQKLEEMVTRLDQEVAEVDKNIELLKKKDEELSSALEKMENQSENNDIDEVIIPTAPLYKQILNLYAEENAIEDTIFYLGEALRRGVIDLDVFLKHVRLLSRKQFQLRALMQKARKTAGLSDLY
#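 Tsg101 binding domain (10 uM final) was mixed with compound and a FITC-labeled PTAP peptide (50 nM final) in HEPES pH 7.5 buffer with NaCl, Tween 20, EDTA and TCEP; fluorescence polarization was read after 20 min at r.t.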
# Tb PFK block – qHTS Assay to Find Inhibitors of T. brucei phosphofructokinase | ATP-dependent 6-phosphofructokinase (Trypanosoma brucei brucei), O15648 | T. brucei PFK, ADP-Glo luminescence | Potency, µM (titrated, usually from 57.5 µM), inactives show at the top dose activity, negative = inhibition, usual class: inhibitors | actives 0.17% (n = 330,000) | AID 485367, 2010;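 note: potency is the fitted concentration of half-maximal effect; 0% = uninhibited 1x PFK enzyme wells and -100% = no-enzyme wells; nearly all actives have a fitted effect of over 60% in size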
#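 1.25 nM PFK with 0.5 mM F6P and 0.1 mM ATP in 0.1 M TEA pH 8.0, 5 mM MgCl2, incubated 45 min at room temperature; ADP measured by ADP-Glo luminescence; compounds titrated up to 57 uM.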
# ASM inhibitor – Inhibitors of Secretory Acid Sphingomyelinase (S-ASM): qHTS; Potency, µM (series often up to 57.5 µM), inactives show at the highest dose activity change, negative = inhibition, hits mostly inhibitors; actives 0.006% (n = 340,000); Sphingomyelin phosphodiesterase (Homo sapiens), P17405; placental ASM, HMU-PC fluorogenic substrate, 60 min; note: potency is the fitted concentration of half-maximal effect
#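 HMU-PC0 cleavage (9 uM final) by human placental ASM, 60 min at 37 °C following 10 min compound exposure at RT; stopped at pH 10, fluorescence Ex 386/Em 447 nm.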
# PKM2 activator – qHTS Assay for Activators of Human Muscle isoform 2 Pyruvate Kinase. purified PKM2, Kinase-Glo ATP luminescence, activation; response scale: 0% is enzyme alone, no compound. Potency, µM (titrated, usually from 57.5 µM), inactives show at the highest dose activation, hits mostly activators. actives 0.34% (n = 260,000); note: potency is the fitted concentration of half-maximal effect; % is set by controls: 0 for no effect and ±100 for the full control effect; nearly all actives have a fitted effect of over 55% in size
#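 ATP formation by purified human PK-M2, quantified via coupled luciferase luminescence after 1 h at room temperature with 0.1 mM ADP and 0.5 mM PEP final.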
# Menin-MLL TR inh – qHTS Assay for Inhibitors Targeting the Menin-MLL Interaction in MLL Related Leukemias: Competition With Texas Red Labeled MLL-derived Mutant Peptide; O00255; Menin + Texas Red MLL mutant peptide, fluorescence polarization; Potency, µM (doses to about 61.6 µM), inactives show at the highest dose FP activity change, negative = inhibition, usual class: inhibitors; actives 0.23% (n = 270,000); AID 1768, 2009; active = well fitted inhibition curve with a large enough effect in the polarisation, with a control signal flat, not every such curve was filed as active; inconclusive = small, poorly fitted or top-dose-only effect, or effect the other way, or a change in a side signal; inactive = no such curve, though single readings can be large or run the other way; the % refers to the polarisation; note: potency is the fitted concentration of half-maximal effect; % of control where 0% means no effect; many of its hits are not listed in these tables
# Coupling enz – qHTS Assay for Inhibitors of Fructose-1,6-bisphosphate Aldolase from Giardia Lamblia: Coupling assay counterscreen; actives 0.67% (n = 290,000); activity change, negative = inhibition, % at 58.2 µM, hits read low; coupling enzyme system counterscreen, AmpLite Red fluorescence; in the data active = activity change below about -30%; note: % is set by controls: 0 for no effect and ±100 for the full control effect
#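 Counterscreen of the coupled detection system alone, without aldolase: glyceraldehyde-3-phosphate coupling enzymes plus AmpLite Red readout. Compounds at 57.5 uM final, 10 min RT preincubation, 20 min RT reaction, fluorescence 525/598 nm.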
# Chronic BCR inh – qHTS Assay to Find Inhibitors of Chronic Active B-Cell Receptor Signaling; ABC-DLBCL IkBa-CBG/CBR reporter, luminescence ratio, 4 h; Potency, µM (series often up to 46.1 µM), inactives show top-dose ratio change, negative = lower green/red ratio, usual class: inhibitors; actives 0.05% (n = 340,000); active = well fitted inhibition curve with a large enough effect in the signal ratio, with a control signal flat, not every such curve was filed as active; inconclusive = small, poorly fitted or top-dose-only effect, or effect the other way, or a change in a side signal; the % refers to the signal ratio;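 note: potency is the fitted concentration of half-maximal effect; plate controls were basal doxycycline-induced cells for no effect and cells given 10 µM MG132 for full effect; MG132 reads +100%, hits lower the ratio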
#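 Concentration-response series (up to 46 uM) were applied to TMD8 dual-reporter cells for 4 h at 37C with doxycycline. Green/red ratio, after filter-overlap correction, defined %Activity; red signal alone was normalised to basal cells and zero luminescence.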
# a7 integrin act – qHTS for Activators of Integrin-Mediated Alleviation for Muscular Dystrophy. alpha7betagal myoblasts, beta-gal FDG fluorescence, 48 h. Potency, µM (series often up to 38.3 µM), inactives show at the highest dose activation, actives largely listed as activators. actives 0.064% (n = 350,000). AID 624291, 2012;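 note: potency is the fitted concentration of half-maximal effect; 100% = response of the positive control SU9516; nearly all actives have a fitted effect of over 60% in size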
#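 Alpha7betagal+/- myoblasts (passage 13) were plated 16-24 hr, then exposed to compounds (1:260 dilution of DMSO stock) for 48 hours at 37C. After MPER lysis, β-galactosidase reporter activity was read as FDG fluorescence (ex 480/em 540) after 30 minutes.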
# B2AR arrestin – qHTS assay of beta-arrestin-biased ligands of beta2-adrenergic receptor. Beta-2 adrenergic receptor (Homo sapiens), P07550. beta-arrestin recruitment to beta2AR, cell-based reporter. Potency, µM (doses to about 46.1 µM), for inactives: at the highest dose activation, hits mostly activators. actives 0.02% (n = 330,000);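 note: potency is the fitted concentration of half-maximal effect; 0% = DMSO controls and full agonism = EC100 isoproterenol or metaproterenol; nearly all actives have a fitted effect of over 65% in size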
# Numbers without * were called inactive; ? = inconclusive; nt = no result given; & = joins results of further samples; [ ] = remark or other dose. Unless noted, calls come from the whole dose curve; as a rule, active = well fitted curve in the direction sought with a large enough effect; inconclusive = small, poorly fitted or top-dose-only effect, or another doubt; inactive = no such curve, though single readings can be large; an effect the other way counts as inactive or inconclusive. The list is partial; the hit share may differ from the screen's.
1. CN(C)S(=O)(=O)c1cccc(NC(=S)Nc2ccc3cn[nH]c3c2)c1
2. O=C(COC(=O)c1cncc(Br)c1)Nc1nc(-c2ccc(F)cc2)cs1
3. Cc1cccc2sc(NC(=O)[C@@H]3CCCN3C(=O)c3cccs3)nc12
4. Cc1ccc(S(=O)(=O)NCCN2CCNC2=O)cc1
5. CCn1c(SCC(=O)N2CCC(C)CC2)nc2c(c1=O)SCC2
6. Cc1ccc(NC(=O)CN2C(=O)S/C(=C\C(=O)Nc3ccc(Cl)cc3)C2=O)cc1

Compound	1	2	3	4	5	6
Giardia killer	-23	-14	5	4	-8	6
GALK inhibitor	-3%	0%	0%	nt	6%	2%
TSG101-PTAP inh	-1%	0%	1%	2%	-6%	5%
Tb PFK block	-3%	-8%	0%	1%	0%	-4%
ASM inhibitor	4%	-3%	4%	-1%	1%	-6%
PKM2 activator	1%	-9%	15%	0%	7%	-1%
Menin-MLL TR inh	7%	nt	3%	nt	?	?
Coupling enz	-4	6	1	-1	-1	2
Chronic BCR inh	7%	?	8%	-7%	?	0%
a7 integrin act	-16%	0%	4%	20%	-22%	5%
B2AR arrestin	0.8%	-0.4%	0.3%	-0.9%	4.4%	-0.2%

7. CC(=O)c1ccc(NC(=O)CN2CCC(C(=O)c3ccc4c(c3)OCCO4)CC2)cc1
8. Cn1c(SCC(=O)N2CCOCC2)nc2sc3c(c2c1=O)CCCC3
9. COC(=O)c1sc(C(F)(F)F)c(-c2ccccc2)c1S(=O)(=O)N1CCCC1
10. CCOc1ccccc1NC(=O)CSc1nnc(CNC(=O)c2cccs2)o1
11. CN(C)c1ccc(-c2nnn(CC(=O)Nc3ccccc3N3CCOCC3)n2)cc1
12. Cc1cccc(N2C(=O)N3[C@H](c4ccc(Cl)cc4)[C@@H]4C(=O)N(C5CCCCC5)C(=O)[C@@H]4[C@]3(Cc3ccc(Cl)cc3)C2=O)c1

Compound	7	8	9	10	11	12
Giardia killer	-16	-3	-11	?	7	-10
GALK inhibitor	0%	0%	-1%	-1%	2%	nt
TSG101-PTAP inh	-1%	-3%	-4%	-3%	-5%	-5%
Tb PFK block	8%	16%	-1%	-17%	0%	-2%
ASM inhibitor	-3%[11.5 µM]	-4%	-2%	-1%	-8%	1%
PKM2 activator	10%	-9%	1%	nt	-6%	-6%
Menin-MLL TR inh	?	-16%	nt	nt	-6%	-3%
Coupling enz	1	3	-1	nt	-7	-4
Chronic BCR inh	-10%	1%	-1%	?	?	3%
a7 integrin act	-42%	0%[7.66 µM]	-6%	-2%	-24%	0%
B2AR arrestin	0.0%	0.2%	0.2%	0.1%	-0.3%	0.4%

13. Cc1c(-c2ccc(Br)cc2)[n+](=O)c2c(n1[O-])CCCCC2
14. NC(=O)Cc1ccc(C(=O)c2ccc(F)cc2)s1
15. CS(=O)(=O)N(CC(=O)Nc1ccccc1Sc1ccccc1)c1cccc(Br)c1
16. O=C(Cn1nc(Cl)nc1Cl)c1ccc2c(c1)OCCO2
17. Cc1ccc(Cl)cc1NC(=S)N(Cc1ccccc1)Cc1cccnc1
18. CC1(C)Cc2cccc(C(=O)Nc3ccc(Cl)cc3)c2O1

Compound	13	14	15	16	17	18
Giardia killer	0	?	-2	17	-2	2
GALK inhibitor	6%	-2%	-3%	2%	9%	nt
TSG101-PTAP inh	0%	1%	-3%	-4%	-5%	-1%
Tb PFK block	-3%	-4%	-4%	3%	-3%	8%
ASM inhibitor	-4%	-1%	-11%	3%	-2%	-3%
PKM2 activator	-9%	-4%	2%	-1%	-1%	-34%
Menin-MLL TR inh	nt	8%	17%	-11%	21%	nt
Coupling enz	-1	2	1	3	4	1
Chronic BCR inh	4%	-7%	?	-5%	3%	?
a7 integrin act	?	-9%	-8%	-17%	-19%	-15%
B2AR arrestin	0.2%	0.1%	-0.2%	0.2%	-0.2%	-0.2%

19. O=C(CSc1nc2nccnc2c(=O)n1Cc1cccs1)Nc1ccccc1F
20. CN(C(=O)c1sc2nc(N3CCCC3)c3c(c2c1N)CC(C)(C)OC3)c1ccccc1
21. O=C(NCc1nnc(SCC(=O)N2CCC(Cc3ccccc3)CC2)o1)c1ccccc1F
22. O=S(=O)(/N=C(/NNS(=O)(=O)c1ccccc1)c1ccccc1)c1ccccc1
23. Cc1cc(OCC(O)CN2CCN(C)CC2)ccc1C(C)C (stereo not given)
24. O=C(O)CN1C(=O)C(=O)N(Cc2ccc(C(F)(F)F)cc2)C1=O

Compound	19	20	21	22	23	24
Giardia killer	9	-20	26	8	-6&-29	-4
GALK inhibitor	-2%	-3%	0%	4%	-1%	-4%
TSG101-PTAP inh	-4%	3%	0%	2%	-5%&1%	-1%
Tb PFK block	4%	5%	2%	-3%	-1%	2%
ASM inhibitor	-3%	6%	-1%	-1%	1%&0%	4%
PKM2 activator	nt	nt	8%	-1%	-4%	nt
Menin-MLL TR inh	-8%	nt	2%	21%	0%	5%
Coupling enz	4	nt	7	-1	-3	5
Chronic BCR inh	?	1%	2%	10%	-4%	3%
a7 integrin act	-42%	-40%	15%	-25%	-20%&5%	?
B2AR arrestin	0.1%	-0.8%	-0.2%	-0.9%	0.6%	0.3%

# Reprinted from above (5 entries):
18. CC1(C)Cc2cccc(C(=O)Nc3ccc(Cl)cc3)c2O1
19. O=C(CSc1nc2nccnc2c(=O)n1Cc1cccs1)Nc1ccccc1F
20. CN(C(=O)c1sc2nc(N3CCCC3)c3c(c2c1N)CC(C)(C)OC3)c1ccccc1
21. O=C(NCc1nnc(SCC(=O)N2CCC(Cc3ccccc3)CC2)o1)c1ccccc1F
22. O=S(=O)(/N=C(/NNS(=O)(=O)c1ccccc1)c1ccccc1)c1ccccc1

Compound	18	19	20	21	22
Giardia killer	2	9	-20	26	8
GALK inhibitor	nt	-2%	-3%	0%	4%
TSG101-PTAP inh	-1%	-4%	3%	0%	2%
Tb PFK block	8%	4%	5%	2%	-3%
ASM inhibitor	-3%	-3%	6%	-1%	-1%
PKM2 activator	-34%	nt	nt	8%	-1%
Menin-MLL TR inh	nt	-8%	nt	2%	21%
Coupling enz	1	4	nt	7	-1
Chronic BCR inh	?	?	1%	2%	10%
a7 integrin act	-15%	-42%	-40%	15%	-25%
B2AR arrestin	-0.2%	0.1%	-0.8%	-0.2%	-0.9%

# The list continues.
25. O=C(Nc1cccc(-c2cn3ccccc3n2)c1)c1cccs1
26. N#CC(C#N)=C/C=C(\Nc1ccc(Cl)cc1)c1ccc(Cl)cc1
27. Cc1ccc(CSCCNC(=O)CCSc2ccccc2)cc1
28. O=C(CC1C(=O)NCCN1Cc1ccc(-c2ccccc2)cc1)NCc1ccncc1 (stereo not given)
29. Cc1cc(NC(=O)CSc2nnc(-c3ccco3)n2CC2CCCO2)no1 (stereo not given)
30. Cc1ccc(OCCN(C)C)c([N+](=O)[O-])c1
31. C/C(=N/NC(=O)CNC(=O)c1ccco1)c1ccco1
32. CC(C)[C@H](NC(N)=O)C(=O)Nc1cccc(S(=O)(=O)NC2=NCCCCC2)c1

Compound	25	26	27	28	29	30	31	32
Giardia killer	4	-8	5	1	-14	27	12	-16
GALK inhibitor	0%	0%	1%	6%	2%	3%	-2%	nt
TSG101-PTAP inh	0%	-1%	-5%	-10%	-7%	-1%	0%	0%
Tb PFK block	-1%	-2%	0%	-4%	0%	-10%	-1%	0%
ASM inhibitor	-1%	-9%	0%	-3%	4%	-1%	2%	-1%
PKM2 activator	10%	0%	8%	-1%	-4%	0%	-3%[0.46 µM]	nt
Menin-MLL TR inh	12%	nt	37%[activator]	0%	7%	-4%	8%	nt
Coupling enz	4	-1	0	0	-1	-1	1	nt
Chronic BCR inh	-1%	?	1%	2%	-11%	5%	2%	-2%
a7 integrin act	-19%	2%	19%	-14%	13%	2%	-4%	14%
B2AR arrestin	-1.2%	-0.3%	0.1%	0.0%	0.0%	-0.7%	-0.4%	0.3%

# Screening results as filed in PubChem.
